D1 potentiator = potentiators of human D1 dopamine receptor. P21728. HEK293 TREx D1 cells, calcium flux, dopamine EC20 potentiation. potentiation, % at 10 µM. 360,000 tested, 0.036% active. AID 504651; in the data active = potentiation above about 30%; note: 0% is about no effect
Target sequence (P21728 whole entry, looked up): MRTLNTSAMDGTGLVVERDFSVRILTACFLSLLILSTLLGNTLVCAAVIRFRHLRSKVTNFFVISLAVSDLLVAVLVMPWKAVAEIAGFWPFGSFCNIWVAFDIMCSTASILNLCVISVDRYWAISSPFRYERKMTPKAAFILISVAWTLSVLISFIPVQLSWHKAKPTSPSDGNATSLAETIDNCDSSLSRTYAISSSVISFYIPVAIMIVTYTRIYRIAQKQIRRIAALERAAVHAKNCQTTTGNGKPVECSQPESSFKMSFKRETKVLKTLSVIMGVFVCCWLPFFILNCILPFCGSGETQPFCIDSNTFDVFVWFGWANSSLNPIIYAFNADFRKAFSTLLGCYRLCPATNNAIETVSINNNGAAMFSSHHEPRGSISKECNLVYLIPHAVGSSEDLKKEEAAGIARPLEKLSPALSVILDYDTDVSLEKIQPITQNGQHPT
RXFP1 antag = RXFP1 (human) relaxin receptor antagonism | Q9HBX9 | HEK293-RXFP1, relaxin-stimulated cAMP HTRF, 30 min; hits give low values | activity change, negative = inhibition, % at 57.5 µM | 350,000 tested, 0.59% active | AID 1259400;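 active = activity change of -60% or lower, but not beyond a set lower limit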; note: % is set by controls: 0 for no effect and ±100 for the full control effect
D2 agonist = activates the human D2 dopamine receptor; activation, % at 2 µM; P14416; HEK293 T-REx D2 cells, calcium flux agonist mode; AID 485358; 340,000 tested, 0.53% active;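 active = activation over 3 SD above normal in the single-dose calcium agonist read, cut at about 30% in these data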; note: 0% is about no effect
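Calcium-flux readout, 1 cycle/sec over 180 s following compound pin transfer, in inducible HEK293 Trex D2 cells (force-coupled); dopamine controls included. Positive calcium responses during this window marked compounds as potential agonists.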
D1 antag = human D1 dopamine receptor antagonism; P21728; HEK293 TREx D1 cells, calcium flux, dopamine EC80; hits give low values; activity change, negative = inhibition, % at 10 µM; 360,000 tested, 3.2% active; AID 504652; in the data active = activity change below about -30%; note: % is set by controls: 0 for no effect and ±100 for the full control effect
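Inducible Hek293 Trex D1 cells (tetracycline, overnight, 30 C). Calcium dye 30–90 min RT. Antagonist mode: EC80 dopamine added after 180 s compound read.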
TRHR ag = activates the human TRH receptor | P34981 | TRHR cells, calcium flux fluo-8, FDSS agonist mode | activation, % at 2 µM | 360,000 tested, 0.18% active | AID 493084; note: 0% is about no effect
Target sequence (P34981 whole entry, looked up): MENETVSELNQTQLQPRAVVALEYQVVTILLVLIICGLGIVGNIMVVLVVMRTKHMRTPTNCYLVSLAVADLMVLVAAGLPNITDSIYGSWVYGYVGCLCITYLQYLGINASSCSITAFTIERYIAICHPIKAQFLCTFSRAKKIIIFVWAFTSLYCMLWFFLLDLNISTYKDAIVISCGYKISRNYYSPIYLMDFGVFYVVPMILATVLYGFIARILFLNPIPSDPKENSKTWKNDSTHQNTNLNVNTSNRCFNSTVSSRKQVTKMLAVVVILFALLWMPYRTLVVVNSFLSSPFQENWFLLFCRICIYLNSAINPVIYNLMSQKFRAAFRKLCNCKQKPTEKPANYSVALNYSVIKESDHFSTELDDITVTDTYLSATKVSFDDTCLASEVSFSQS
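TRHR-expressing cells, plated overnight in medium with 10% serum, were loaded with fluo-8 calcium dye at room temperature. After a 10 s baseline, library compound was pin-added and calcium release was recorded kinetically (ex 480/em 530) as agonist response.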
D2 antagonist = D2 dopamine receptor (human) antagonism. HEK293 TREx D2 cells, calcium flux, dopamine EC80. inhibition, % at 10 µM. 340,000 tested, 2% active. AID 485344; in the data active = inhibition above about 30%; note: 0% is about no effect
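Compounds are added to dye-loaded, induced HEK293 T-REx cells coupled to calcium release via D2; after a 3 min kinetic read an EC80 dopamine stimulus is given and fluorescence is recorded for 3 more min.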
TRHR PAM = TRH receptor (human) allosteric enhancement. P34981. TRHR cells, fluo-8 calcium fluorescence, EC20 TRH enhancement. enhancement, % at 2 µM. 360,000 tested, 0.66% active. AID 493056; in the data active = enhancement above about 30%; note: 0% is about no effect
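TRHR-expressing cells loaded with fluo-8 calcium dye were read kinetically (ex 480/em 530) during compound addition, then stimulated with an EC20 of TRH (10 nM final). Enhancement of the Gq-mediated intracellular calcium response was scored.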
D1 ag = agonists of human D1 dopamine receptor; P21728; HEK293 T-REx D1 cells, calcium flux, agonist mode; activation, % at 2 µM; 360,000 tested, 1% active; AID 504660; note: 0% is about no effect
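Tetracycline-induced HEK293 TREx D1 cells, force-coupled to calcium signalling, were dye-loaded with a no-wash calcium kit. Compound was pin-added after a 10 s baseline. Fluorescence was read kinetically at 1 cycle/s for 180 s, with calcium rises flagged as agonism.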
D2 PAM = D2 dopamine receptor (human) potentiation; AID 485347; P14416; HEK293 T-REx D2, calcium flux, EC20 dopamine potentiation; potentiation, % at 10 µM; 340,000 tested, 0.34% active;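 active = potentiation over 3 SD above the plate norm, cut at about 30% in these data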; note: 0% is about no effect
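Potentiation of an EC20 dopamine calcium response is measured in a force-coupled, tetracycline-inducible Hek293 Trex D2 line. Compound-only kinetic reads over 180 s flag agonists before dopamine addition.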
* hit, by the source's call; . = not tested or not shown. Cut-off read from the data, not from the text of the source, unless noted: active = activation above about 30%; inactive = the rest.

Value order: D2 PAM, D1 ag, RXFP1 antag, D2 agonist, D1 antag, TRHR ag, D2 antagonist, TRHR PAM, D1 potentiator
- CC(C)NC(=O)Nc1n[nH]c(Nc2ccc(Cl)cc2)n1
    7, 3, 5, -1.1, 10, -0.3, 0, -5, -2
- O=C1CN(C(=O)COc2ccccc2Cl)c2ccccc2N1
    -8, 2, 3, ., 1, -0.5, ., 0, .
- COc1ccc(NC(=O)CCc2ccccc2)cc1S(=O)(=O)N1CCCCC1
    -5, 4, 1, -0.7, -12, 0.5, -6, -4, 0
- COc1ccc(C(=O)c2c(N)sc3c2CCN(C)C3)cc1
    11, 2, 16, 0.5, -3, 2.0, -11, 1, -10
- Cc1occc1-c1nnc(SCC(=O)N2CCCc3ccccc32)n1Cc1ccco1
    8, 2, -5, 0.1, -5, 0.2, -26, -3, -4
- CCn1c(=O)cc(O)c2ccccc21
    3, 0, 3, -1.0, 10, 1.9, 15, 12, 0
- CC(C)(C)n1nc2c(c1NC(=O)COc1ccc(F)cc1)CS(=O)(=O)C2
    1, 2, 15, 0.2, -9, 0.7, -5, 8, -1
- O=C(NCc1cccnc1)c1ccc2c(=O)n(CCCN3CCCC3=O)c(=S)[nH]c2c1
    -1, 1, 6, 0.3, 2, 0.0, 13, 4, -2
- COc1ccc(C(=O)OCCc2cc3ccccc3c(=O)o2)cc1
    5, 5, ., -1.0, ., -0.2, -14, -5, -1
- Cc1ccc(S(=O)(=O)c2nnn3c2nc(N2CCC(C(N)=O)CC2)c2cc(Cl)ccc23)cc1C
    -7, 2, -7, -0.2, -33*, 0.1, ., -4, -6
- NC(=O)c1nsc(C(=O)N(c2ccccc2)C(C(=O)NCC2CCCO2)c2cccs2)c1N (stereo not drawn)
    ., 2, -15, ., 24, 0.1, ., -1, -3
- N#C/C(=C\c1ccc(O)c(Br)c1)C(=O)NCc1ccccc1
    14, 11, -23, -1.0, -3, -1.0, 69*, 13, -2
- CC(=O)N1CCN(c2nc3ccc(Br)cc3s2)CC1
    -3, 5, 2, -0.1, -23, 0.0, 7, 2, -8
- O=C1CC(c2ccc(S(=O)(=O)NCc3ccncc3)cc2)CN1 (stereo not drawn)
    -19, 2, -7, 0.6, -34*, 0.8, -1, 9, -3
- O=C(Cn1cnc2ccccc2c1=O)NCc1ccc2c(c1)OCO2
    -1, 1, -17, -0.2, ., -0.2, 14, -2, -2
- COc1ccccc1NC(=O)CSC1CC(=O)N(c2ccc3c(c2)OCO3)C1=O (stereo not drawn)
    5, 4, -10, 0.0, 1, -0.4, 4, 3, -4
- COc1ccccc1N1CCN(S(=O)(=O)c2c(C)sc3ncn(CC(=O)Nc4ccc(C(F)(F)F)cc4)c(=O)c23)CC1
    10, -1, -9, 0.4, 5, 0.0, ., 0, 0
- Cc1onc(-c2ccccc2)c1C(=O)NC(=S)NNC(=O)c1ccccc1O
    -1, 143*, -26, 15, 3, 19, -2, 8, -1
- CC1(C)CC(=O)C(N=Nc2cccc(S(=O)(=O)N3CCOCC3)c2)=C(O)C1
    2, 0, 2, 1.7, -3, -0.4, 6, -5, -3
- CC/C(=N\NC(=O)c1ccc(N2CCCC2=O)cc1)c1ccccc1
    3, 1, -2, -0.4, 0, 0.5, 15, 1, -1
- Cc1ccc(C(=O)CSc2nnc3ccccn23)c(C)c1
    5, 2, 0, 0.0, -15, 0.0, -1, 1, 3
- Cc1ccc(N2CCN(C(=O)c3cc(COc4c(C)cccc4C)on3)CC2)c(C)c1
    5, 6, -20, 0.7, -4, 1.5, 5, 19, -5
- O=Cc1ccc(OCCCOc2cccc3cccnc23)cc1
    9, 5, 2, -2.0, 0, -3.9, -3, 14, -4
- Cc1nn(CC(=O)Nc2ccccc2F)c(=O)c2c(C)n(-c3ccc(Cl)cc3)nc12
    7, -1, -11, 0.0, 2, -0.4, ., 12, -2
- Cc1ccc(N(O)C(=O)OCCNC(=O)Nc2ccccc2)cc1
    3, 0, -3, 0.5, -13, -0.4, -6, -5, -6
- COc1cc2c3c(c1)/C(=C1/SC(NC(C)=O)=NC1=O)C(=O)N3C(C)(C)C=C2C
    -1, -2, -4, -0.3, 1, 0.5, -1, -1, 0
- CC(C)C(NC(=O)OCc1ccccc1)C(=O)OCC(=O)N1C(C)CCCC1C (stereo not drawn)
    1, 2, 1, 0.2, -1, -0.1, 6, 2, -7
- S=C1NCCc2ccccc2C1c1ccccc1 (stereo not drawn)
    ., 5, -6, ., -6, -0.1, ., 2, -5
- COC(=O)c1c(NC(=O)CCCOc2ccc(C)cc2)sc2c1C(C(=O)OC)CC2 (stereo not drawn)
    6, 7, -24, -0.2, 13, -1.2, ., -5, 5
- COc1ccc(S(=O)(=O)N2CCC(O)(c3cccnc3)CC2)cc1OC
    ., 0, -14, 0.0, 6, -0.2, 13, 2, -2

Next section, starting with the last six of the part before.
Value order: D2 PAM, D1 ag, RXFP1 antag, D2 agonist, D1 antag, TRHR ag, D2 antagonist, TRHR PAM, D1 potentiator
- Cc1ccc(N(O)C(=O)OCCNC(=O)Nc2ccccc2)cc1
    3, 0, -3, 0.5, -13, -0.4, -6, -5, -6
- COc1cc2c3c(c1)/C(=C1/SC(NC(C)=O)=NC1=O)C(=O)N3C(C)(C)C=C2C
    -1, -2, -4, -0.3, 1, 0.5, -1, -1, 0
- CC(C)C(NC(=O)OCc1ccccc1)C(=O)OCC(=O)N1C(C)CCCC1C (stereo not drawn)
    1, 2, 1, 0.2, -1, -0.1, 6, 2, -7
- S=C1NCCc2ccccc2C1c1ccccc1 (stereo not drawn)
    ., 5, -6, ., -6, -0.1, ., 2, -5
- COC(=O)c1c(NC(=O)CCCOc2ccc(C)cc2)sc2c1C(C(=O)OC)CC2 (stereo not drawn)
    6, 7, -24, -0.2, 13, -1.2, ., -5, 5
- COc1ccc(S(=O)(=O)N2CCC(O)(c3cccnc3)CC2)cc1OC
    ., 0, -14, 0.0, 6, -0.2, 13, 2, -2
- CCCCN(CC)S(=O)(=O)c1ccc(C(=O)Nc2nnc(-c3cccs3)o2)cc1
    -10, 40*, -23, 11, -12, -0.2, 3, 3, -8
- CS(=O)(=O)c1cccc(C(=O)NCc2ccc(F)cc2)c1
    13, 0, 7, 0.2, ., -0.4, 6, 10, -3
- COc1cccc(NC(=O)CNC(=O)[C@@H]2Cc3ccccc3CN2C(=O)OC(C)(C)C)c1
    3, 0, -24, -0.3, 5, 0.0, 0, -7, 2
- Cn1c(SCC(=O)c2ccc(F)cc2)nc2cccnc21
    2, 0, -2, 0.8, -6, 0.7, -9, -3, -6
- CC(=O)N1c2ccccc2C2(C)C(C1(C)C)C2(Cl)Cl (stereo not drawn)
    14, 207*, 13, 4.7, 5, 0.9, -4, 28, 21
- CCOC(=O)c1ccc(NC(=O)C2Cc3ccccc3CN2S(=O)(=O)c2ccc(Cl)cc2)cc1 (stereo not drawn)
    -4, 4, -8, 0.1, -18, 1.0, ., 0, -3
- Cn1cc(Br)c(C(=O)NNC(=O)c2ccc(Cl)cc2)n1
    -15, 1, -3, -0.9, 8, -0.7, 0, -5, -3
- O=c1ccc2cc(S(=O)(=O)Nc3ccc(OC(F)(F)F)cc3)ccc2[nH]1
    6, 6, -2, 1.8, -6, 0.4, ., -4, -1
- CCCNC(=O)c1ccc(N2CCC3(CC2)CC(c2ccccc2)=NO3)c(NC(=O)c2cccc(OC)c2)c1
    0, 3, ., -0.2, -5, 0.0, -4, -2, -7
- CC12CC(NC(=O)N1c1cccc(C(=O)N3CCN(c4ccccn4)CC3)c1)c1ccccc1O2 (stereo not drawn)
    8, 0, 3, 0.4, 2, -0.5, -12, 3, -5
- CC(C)(C)C1CCC2(CC1)SCC(=O)N2c1ccccc1 (stereo not drawn)
    10, 26, 6, -0.3, -1, -0.3, 7, 9, -5
- O=C1CCN(C(=O)c2ccc(Cl)cc2)N1
    0, 7, -1, 1.0, 6, 0.3, 6, 7, 2
- Oc1ccccc1C1CC(c2cccs2)=NC(c2ccc(Cl)cc2)N1 (stereo not drawn)
    1, 5, -5, 0.5, -6, -1.8, 9, 7, -5
- CN(CCc1nc2ccccc2[nH]1)Cc1nc(CC2CC2)no1
    2, 0, -4, 0.8, 4, -0.2, -2, -1, -2
- Cc1[nH]n(C(N)=S)c(=O)c1N=Nc1ccc(S(=O)(=O)N2CCCCCC2)cc1
    ., 2, -29, ., -1, -0.7, ., -3, 2
- Cn1nccc1NC(=O)Nc1cccc(Cl)c1
    -3, 3, -18, 0.1, -13, 0.5, -15, -6, -9
- CCCCOc1ccc(/C(O)=C2/C(=O)C(=O)N(CCN(C)C)C2c2ccc(O)c(OC)c2)cc1 (stereo not drawn)
    -6, 2, -6, 0.8, 1, -0.1, -6, -6, 5
- COc1cccc(C(=O)NCC(=O)N/N=C/c2ccc3c(c2)OCO3)c1
    -13, -2, 6, -0.2, -11, 0.2, 4, 9, 0
- CC(C)(C)c1ccc(C(=O)NC(=S)N2CCOCC2)cc1
    2, 1, 12, -0.4, 0, 0.1, -28, -4, 1
- Cc1noc(C(=O)Nc2ccc(C#N)cc2)c1Cl
    -4, 2, 14, 0.4, 1, 1.3, 23, -6, 0
- CCOC(=O)c1ccc(N2C(=O)c3n[nH]c(C)c3C2c2ccc(O)cc2)cc1 (stereo not drawn)
    7, 2, -15, -1.0, -9, -0.4, -6, 1, 1
- CCC1Sc2ccc(S(=O)(=O)N3CCN(c4ccccc4)CC3)cc2NC1=O (stereo not drawn)
    5, 7, -67*, -0.2, 1, -0.7, -1, -1, 5
- Cc1c(C)n(Cc2ccccc2)c2ncnc(NN)c12
    -4, 13, -4, -0.5, 0, 0.0, 7, 5, -10
- Clc1ccc(-c2noc(CN3CCOCC3)n2)cc1
    -5, 8, -11, 0.3, -3, -0.2, -4, -2, -3
- COc1cccc(C(=O)NCc2cn3ccsc3n2)c1
    4, 1, 3, 0.8, 7, 0.0, 14, -3, -8
- CCOC(=O)c1cc(-c2ccc(C)cc2)n(CCC(=O)Nc2ccc(C(C)C)cc2)c1C
    -1, 3, ., 0.1, 11, 0.3, ., 4, 3
- COc1ccc(S(=O)(=O)N2CCc3ccccc32)cc1C(=O)Nc1cccnc1
    -6, 4, -15, -0.5, -28, 0.6, -3, 2, 9
- CCC(C)NC(=O)COC(=O)c1cc([N+](=O)[O-])ccc1Sc1nc(C)cs1 (stereo not drawn)
    -4, 1, -22, 1.1, -13, -0.4, 12, 0, -4
- O=C(NCc1cccnc1)c1nc(-c2cccs2)no1
    1, 1, -6, 0.4, 0, 0.0, 5, 1, 1
- FC(F)Oc1ccc(N=C2SCC3CCCCN23)cc1 (stereo not drawn)
    36*, 21, -13, -1.8, 3, -2.3, 7, 7, -1
- COc1ccc(C)cc1NC(=O)Cc1c(C(=O)O)c(C)cn1C
    7, 1, 5, 0.5, -1, 0.2, ., 3, -2
- CNC(=O)c1[nH]cnc1C(=O)Nc1ccc(Cl)cc1
    -12, 1, ., -0.5, -13, -0.7, -14, 5, -10
- O=C(COC(=O)CNS(=O)(=O)c1ccc(Cl)cc1)NC1CCCCC1
    2, 2, -1, 0.1, -2, -0.6, 4, -19, -3
- Cc1cccc(NC(=O)N2CCN(Cc3ccc(Cl)cc3)CC2)c1
    -3, 4, 1, -0.8, -7, 0.3, -18, 3, -2
- CCn1c(SCC(=O)NC2CC2)nnc1-c1ccc(OC)cc1
    14, 5, -11, -1.1, 12, -0.1, 15, 2, -4

Compound activity: PubChem BioAssay, National Center for Advancing Translational Sciences (NCATS)
